bCat KO growth = beta-catenin-lacking colon tumor cell growth suppression. viability, % at 10 µM. AID 818. 140,000 compounds, 1.5% hits. HCT116 beta-catenin knockout viability, CellTiter-Glo, 60 h; active compounds read low;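 active means viability at or under a set limit, the compound median less 4 SD, cut at about 6% in these data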;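 further: 0% = Hyamine 1622 control at 20 µM and 100% = untreated cell control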
E-sel TNF inh = TNF alpha driven E-selectin expression inhibition; HUVEC TNFa-induced E-selectin immunofluorescence, high content; inhibition, % at 2 µM; 120,000 compounds, 0.71% hits; AID 1246;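 active means inhibition above the batch mean plus 3 SD, and confirmed as a hit on visual image review, cut at about 43% in these data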;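 further: 0% = TNF-stimulated DMSO wells and 100% = unstimulated control wells; not every result past the cut was called active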
PTEN del growth = growth suppressors of cells with PTEN tumor suppressor deletion. 140,000 compounds, 1.2% hits. HCT116 PTEN-null viability, CellTiter-Glo, 60 h; active compounds read low. viability, % at 10 µM;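 active means viability at or below a set limit, 4 SD under the median of all tested compounds, cut at about 3.7% in these data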;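 further: PTEN knockout HCT116 line with beta catenin targeted HCT116 as companion control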
Yeast lifespan up = yeast lifespan extension | S. cerevisiae growth with nicotinamide, OD615; deaD strain in restrictive glucose medium | inhibition of the nicotinamide effect, % at 10 µM | 130,000 compounds, 0.68% hits | AID 775;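 active means inhibition above a set limit, placed 3 SD over the median of all compounds, cut at about 26% in these data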;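 further: 0% = nicotinamide-treated wells and 100% = cells grown without nicotinamide; some compounds called inactive have numbers as strong as hits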
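Assay system: engineered S. cerevisiae DeaD replicative-lifespan strain, galactose-grown log-phase cells; medium: restrictive CSMM-D dextrose medium; also added: nicotinamide, 1.5 mM, co-present with compound; schedule: 48 h compound exposure at 30 °C, humidified; detection: absorbance at 615 nm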
NPY-Y2 antag = NPY-Y2 (human) receptor antagonism; NPY-Y2 expressing cells, antagonist mode; inhibition, % at 2.7 µM; 140,000 compounds, 0.99% hits; in the data active means inhibition above about 17%;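 further: 0% = vehicle with agonist challenge and 100% = reference antagonist with challenge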
Target sequence (P49146 whole entry, looked up): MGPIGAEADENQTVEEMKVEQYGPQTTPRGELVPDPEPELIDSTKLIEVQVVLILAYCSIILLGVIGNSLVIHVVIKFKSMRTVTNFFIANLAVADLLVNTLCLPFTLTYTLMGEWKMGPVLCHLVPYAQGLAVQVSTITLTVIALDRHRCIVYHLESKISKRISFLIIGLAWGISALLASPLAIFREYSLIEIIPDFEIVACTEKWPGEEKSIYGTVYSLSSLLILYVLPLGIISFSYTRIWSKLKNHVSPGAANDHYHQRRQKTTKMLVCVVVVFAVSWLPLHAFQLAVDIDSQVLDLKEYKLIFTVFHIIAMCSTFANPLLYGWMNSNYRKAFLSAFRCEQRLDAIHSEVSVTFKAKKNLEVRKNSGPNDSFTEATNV
MRP1 act = activates MRP-1; H69AR cells + doxorubicin, viability rescue, CellTiter-Glo; viability increase, % at 10 µM; 140,000 compounds, 0.61% hits;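 active means viability gain under doxorubicin at or above a set limit, the compound median plus 3 SD, cut at about 4.7% in these data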;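 further: MRP-1 overexpressing cells given doxorubicin 25 µM after compound pretreatment; 18-22 h compound pretreatment then 72 h with doxorubicin before readout; 0% = doxorubicin-only wells and 100% = vehicle-treated cells without doxorubicin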
Measles CPE = protection of cells from measles virus | AID 841 | protection (pct of control), % at 4 µM | Measles virus-infected cells, CPE protection, absorbance | 140,000 compounds, 1.5% hits; in the data active means protection mostly above about 24%, no sharp cut-off; inactive means mostly below about 26%; further: some compounds called inactive have numbers as strong as hits
GALR2 antag = GALR2 (human) receptor antagonism; AID 828; inhibition, % at 4 µM; GALR2-expressing cells, antagonist mode; 140,000 compounds, 0.39% hits; O43603; in the data active means inhibition above about 27%;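 further: cells stimulated with galanin 1-16 at roughly its EC80; 0% = agonist challenge control and 100% = basal control without agonist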
Target sequence (O43603 whole entry, looked up): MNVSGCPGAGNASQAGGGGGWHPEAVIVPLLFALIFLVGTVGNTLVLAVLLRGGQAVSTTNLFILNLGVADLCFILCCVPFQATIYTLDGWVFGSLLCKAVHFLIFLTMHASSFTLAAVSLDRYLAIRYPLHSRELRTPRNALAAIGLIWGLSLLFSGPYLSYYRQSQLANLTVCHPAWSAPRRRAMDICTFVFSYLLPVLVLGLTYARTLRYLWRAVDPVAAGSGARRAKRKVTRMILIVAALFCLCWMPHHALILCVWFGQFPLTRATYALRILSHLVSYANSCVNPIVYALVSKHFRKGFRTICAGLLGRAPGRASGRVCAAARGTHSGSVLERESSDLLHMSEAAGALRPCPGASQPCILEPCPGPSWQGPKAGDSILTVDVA
Phagocytosis inh = inhibitors of macrophage phagocytosis. inhibition, % at 5 µM. 110,000 compounds, 0.07% hits. J774A.1 macrophage IgG-bead phagocytosis, imaging;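 active means inhibition above the mean of the plate negative controls plus 5 SD, cut at about 13% in these data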;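 further: phagocytic index as fraction of beads internalized from green versus red external bead signal; plate controls were DMSO negative control for no effect and cytochalasin-D positive control for full effect; some results beyond the cut were filed as inactive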
BB579 growth dn = chemicals that inhibit yeast BB579 growth in restrictive medium (lifespan-shortening candidates); inhibition, % at 10 µM; S. cerevisiae BB579 growth, OD615, 48 h; 140,000 compounds, 0.51% hits;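 active means inhibition above a set limit, 3 SD over the mean compound inhibition, cut at about 44% in these data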; further: inactives centre near -24
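System: DeaD yeast strain BB579; buffer or medium: CSMM-D dextrose restrictive medium; technique: OD at 615 nm; schedule: 4 h cell preincubation, 48 h compound exposure, 30 °C humidified; doses: single 10 µM dose; controls: amphotericin B 10 µg/mL, positive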
* = called active by the depositor; / = not tested or not shown. A portion of the library; rates above refer to the full screens.

SMILES	bCat KO growth	E-sel TNF inh	PTEN del growth	Yeast lifespan up	NPY-Y2 antag	MRP1 act	Measles CPE	GALR2 antag	Phagocytosis inh	BB579 growth dn
O=C1C=Cc2ccccc2C1=O	91	/	86	31*	1	2.9	18	13	/	-32
CC1(C)C(=O)C=C[C@]2(C)[C@H]3CC[C@@]4(C)[C@H](c5ccoc5)OC(=O)[C@H]5O[C@]54[C@]3(C)[C@H](O)C[C@@H]12	14	-10	14	-2	4	-4.6	24	-5	/	-11
C(#CCN1CCOCC1)COCC#Cc1ccccc1	101	-37	108	26	5	-0.6	17	-9	-1	-67
OC1(c2ccc(F)cc2)CC2CCC(C1)N2Cc1nnnn1C1CCCCC1 (stereo not given)	80	/	63	-8	3	-4.0	6	9	/	-35
CCN(CC)CCCN=C(C)c1c(O)n(C2CCCCC2)c(=O)[nH]c1=O	99	8	97	-1	0	-0.5	3	2	1	-28
CC1CC2(O)c3no[n+]([O-])c3CCC2N1O (stereo not given)	104	21	113	3	2	-0.2	10	6	0	2
O=C(O)Cn1cc(C(=O)c2ccccc2)c2ccccc21	98	-13	97	-6	-1	-2.8	40*	-7	-3	-18
O=P(Nc1ccccc1)(Nc1ccccc1)Oc1cccc(Cl)c1	29	10	10	-4	1	-2.0	3	-7	/	5
O=C1NC(=O)N(Cc2ccccc2)C(=O)/C1=C\N1CCCc2ccccc21	90	/	102	-5	3	-2.4	12	-17	-1	-8
CCCNc1oc(-c2cccc3ccccc23)nc1C#N	89	-42	95	-19	2	0.9	5	10	1	-44
O=c1[nH]c(=O)n(Cc2ccco2)c(O)c1/C=N/N1CCCCCC1	96	/	104	1	-1	-1.5	4	-1	/	-35
CC(NC1CCCCC1)C(O)C12CC3CC(CC(C3)C1)C2 (stereo not given)	84	23	79	-9	8	0.2	5	6	1	-4
O=C(Nc1ccc(C(F)(F)F)cc1)c1cccn(Cc2ccc3c(c2)OC(F)(F)O3)c1=O	18	17	25	-5	1	-2.1	21	12	/	-94
CCOC(=O)c1sc(/N=C/c2c(O)n(-c3ccccc3)c(=O)[nH]c2=O)c(C#N)c1C	98	24	103	-8	5	-1.6	4	-4	/	6
O=C(c1cc2c(s1)CCCCCC2)N1CCC2(CC1)OCCO2	87	-8	95	10	0	-2.3	8	-6	2	-38
CC(=O)c1ccc(-c2ccccc2)cc1	106	/	98	-3	4	0.4	5	0	-3	-42
Cc1ccc2c(c1)C1CN(C)CCC1N2C(=O)Nc1cccc(C(F)(F)F)c1 (stereo not given)	68	22	75	-2	4	-4.2	21	-18	/	-19
O=C(Nc1ccc(F)cc1)c1c(O)c2c(n(Cc3ccccc3)c1=O)CCCC2	56	5	65	5	2	9.0*	2	1	-1	-57
Cn1cc(C(=O)Cc2ccccc2)c2ccccc21	79	/	80	-5	5	-0.1	13	-3	-7	-15
CC(C)[C@H]1C(=O)N2CCC[C@H]2[C@]2(O)O[C@](NC(=O)[C@@H]3C=C4c5cccc6[nH]cc(c56)C[C@H]4N(C)C3)(C(C)C)C(=O)N12	81	/	76	2	-1	-1.1	4	4	/	-40
Cc1ccc(N2C(=O)NC(=O)C3(Cc4ccccc4N4CCN(c5ccccc5)CC43)C2=O)cc1 (stereo not given)	74	-29	66	-6	4	-1.4	10	-1	-1	-43
CN(C)CC1CSCCC1(O)c1ccccc1Cl (stereo not given)	90	12	99	/	2	-2.6	1	15	/	2
CN1CCC(N(C)Cc2cccnc2)CC1	92	4	97	-14	3	-1.6	11	3	-2	-27
Cc1cc(C)n2nc(C)[n+](C)c2n1	99	12	/	-6	0	0.4	5	1	-1	-42
C=CCn1c(O)c(C(C)=Nc2ccc(C(=O)OCC)cc2)c(=O)[nH]c1=O	120	-2	109	-8	9	-1.0	6	12	0	-88
Cc1ccc(N2C(=O)NC(=O)/C(=C/C=C/c3ccco3)C2=O)cc1	18	/	10	27*	0	-6.5	2	3	-7	-26
CCN(CC)CCCN=Cc1c(O)n(CCc2ccc(F)cc2)c(=O)[nH]c1=O	95	21	100	-3	-1	0.1	25	16	/	-10
COc1ccc(CN2CCN(c3ccccc3F)CC2)cc1O	95	-13	105	10	0	-1.6	4	14	0	-35
CC(NCc1ccccc1Cl)C(O)c1ccccc1 (stereo not given)	91	-65	93	-15	7	-3.7	15	13	/	-26
CCCCN1C(=O)/C(=C\c2ccco2)C(=O)N(CCc2ccccc2)C1=O	104	9	117	24	-1	1.2	5	-7	/	-35
CCN(CC)C(=O)c1ccc(NC(=O)c2cccc(F)c2)cc1	83	7	95	-6	3	0.1	31	0	-1	-37
CCOC(=O)c1cc(C(O)(C(=O)OC)C(F)(F)F)c(/N=C/N(C)C)o1 (stereo not given)	100	-36	109	11	4	0.5	13	12	2	-1
NCC(CC(=O)O)C1CCCCC1 (stereo not given)	97	9	94	-12	4	-2.4	4	-2	-2	13
O=c1[nH]c(=O)n(CCC2=CCCCC2)c(O)c1C=NCCCn1ccnc1	85	/	84	7	0	-4.2	12	-2	0	-31
CN(C)c1ccc(P(=S)(N(C)C)N(C)C)cc1	76	-12	77	19	5	-0.1	7	8	2	-32
CC(C)CCC1(CCc2ccncc2)C(=O)NC(=O)NC1=O	100	-2	114	/	2	-1.4	5	-6	/	-32
CC(=O)OC1N=C(c2ccccc2)c2cc(Br)ccc2NC1=O (stereo not given)	84	-6	78	-25	0	-0.6	27	3	/	1
Cc1nn(Cc2ccccc2)c(C)c1C(=O)OCC(=O)NC1CCS(=O)(=O)C1 (stereo not given)	96	/	102	3	4	-1.2	28	8	0	-24
Cc1ccc(C(=O)N/C(=C\Cl)P(=O)(c2ccccc2)c2ccccc2)cc1	94	/	89	-2	-1	-1.9	40	11	-12	4
OC1(CN2CCOCC2)C2CC3CC(C2)CC1C3 (stereo not given)	101	/	97	-7	1	-0.8	9	4	-2	-9
O=C(c1cccn2c(=O)c3ccccc3nc12)N1CCC2(CC1)OCCO2	99	7	105	-1	-1	-0.3	15	13	1	-24
CC(=O)c1ccccc1NC(=O)C1C2CCC(O2)C1C(=O)O (stereo not given)	72	0	80	-16	1	-3.0	4	1	-1	4
COCCOC(=O)c1c(C)n(C)c2ccc(OC(=O)N(C)C)cc12	91	12	93	-6	0	-1.3	4	-7	0	-4
CC(C(=O)c1ccccc1)N1C(=O)c2ccccc2C1=O (stereo not given)	97	11	106	1	0	0.5	3	-1	0	-6
C[C@H]1CCCC(=O)CCCCCc2cc(O)cc(O)c2C(=O)O1	94	/	91	7	-1	-3.3	3	12	/	-25
Cc1nc2c(=O)n(C)c(=O)nc-2n(C)n1	1.5*	-37	1.5*	/	4	-7.7	9	100*	/	-22
CCOc1ccc(C2C(C#N)=C(N)Oc3c2c(=O)oc2ccccc32)cc1 (stereo not given)	99	-30	108	4	2	-1.0	8	-6	-2	-64
OC(Cn1c2ccccc2c2ccccc21)C[n+]1cccc2ccccc21 (stereo not given)	10	-4	15	-9	9	-5.1	16	7	/	-8
CCOC(=O)c1c(C)n(CCOC)c2ccc(O)cc12	100	9	96	-2	3	-1.1	3	-5	/	-45
Cc1ccc(CS(=O)(=O)CCC(=O)N2CCC3(CC2)OCCO3)cc1	106	-5	89	-19	2	-1.6	3	-14	-1	-29

Quoted from the listing:
OC(Cn1c2ccccc2c2ccccc21)C[n+]1cccc2ccccc21 (stereo not given) in bCat KO growth: 10
CCOC(=O)c1c(C)n(CCOC)c2ccc(O)cc12 in MRP1 act: -1.1

(cont.)
SMILES	bCat KO growth	E-sel TNF inh	PTEN del growth	Yeast lifespan up	NPY-Y2 antag	MRP1 act	Measles CPE	GALR2 antag	Phagocytosis inh	BB579 growth dn
O=C1C2CCCN2C(c2ccc(Cl)c(Cl)c2)N1c1ccccn1 (stereo not given)	85	9	89	-1	3	-2.4	27	2	/	-19
C[C@]12CCC(=O)C(O)=C1CC[C@@H]1[C@@H]2CC[C@]2(C)C(=O)CC[C@@H]12	82	/	84	2	3	-1.6	37	-7	/	-18
CN1CCN(C(=O)COc2ccc(S(=O)(=O)NCc3ccccc3)cc2Cl)CC1	106	14	106	8	-1	-0.8	6	2	/	-52
O=C(CN1C(=O)CN=C(c2ccccc2)c2ccccc21)NCc1ccco1	98	-23	105	-2	3	-1.4	7	14	0	-39
O=C(c1ccco1)C12CN3CN(CN(C3)C1)C2	86	6	96	-7	2	-1.2	11	3	/	-19
CN=C(SCc1cc2c(cc1Cl)OCO2)c1c(O)n(C)c(=O)n(C)c1=O	86	/	89	56*	4	-4.2	27	-3	0	18
COc1cccc(-n2nc(C(=O)N3CCC4(CC3)OCCO4)c3ccccc3c2=O)c1	96	-41	99	1	2	-1.9	27	-4	-3	-29
Nc1cc(N2CCNCC2)ccc1[N+](=O)[O-]	94	/	96	0	3	0.7	11	-2	-14	-13
CN1C(=O)C(C2c3ccccc3C(=O)N2Cc2ccccc2)C(=O)N(C)C1=O (stereo not given)	116	-4	105	-2	1	0.2	3	5	3	-75
Cc1ccc2c(c1)CC1(CN2C)C(=O)NC(=O)N(c2ccc(C)c(C)c2)C1=O (stereo not given)	94	6	85	-5	3	-1.5	2	0	0	-29
Cc1ccc(-c2cc(C(F)F)n3ncc(C(=O)N4CCC5(CC4)OCCO5)c3n2)cc1	77	-5	94	-8	3	-2.5	40	-13	0	-65
CCCCN1C(=O)/C(=C/c2ccc(N3CCCCCC3)cc2)C(=O)NC1=S	90	0	90	0	11	1.5	9	2	1	-24
CCCCn1c(O)c(C(C)=NCCCN(CC)CC)c(=O)[nH]c1=O	99	/	93	-1	1	-0.9	2	2	0	-37
O=C(Nc1cccc2ccccc12)c1nn(C23CC4CC(CC(C4)C2)C3)cc1Br	83	-28	81	-14	3	4.2	38*	-11	/	-38
CCC12C=CCN3CCC4(c5cc(Br)c(OC)cc5N(C)C4C(O)(C(=O)OC)C1OC(C)=O)C32 (stereo not given)	67	-51	57	-9	3	-1.8	6	-8	/	16
CC(C)NC(C)C(=O)C12CC3CC(CC(C3)C1)C2 (stereo not given)	92	5	99	-1	3	-1.0	21	2	0	-13

Compounds shown so far with bromine:
SMILES	bCat KO growth	E-sel TNF inh	PTEN del growth	Yeast lifespan up	NPY-Y2 antag	MRP1 act	Measles CPE	GALR2 antag	Phagocytosis inh	BB579 growth dn
CC(=O)OC1N=C(c2ccccc2)c2cc(Br)ccc2NC1=O (stereo not given)	84	-6	78	-25	0	-0.6	27	3	/	1
O=C(Nc1cccc2ccccc12)c1nn(C23CC4CC(CC(C4)C2)C3)cc1Br	83	-28	81	-14	3	4.2	38*	-11	/	-38
CCC12C=CCN3CCC4(c5cc(Br)c(OC)cc5N(C)C4C(O)(C(=O)OC)C1OC(C)=O)C32 (stereo not given)	67	-51	57	-9	3	-1.8	6	-8	/	16
